Screening data as filed in PubChem BioAssay.
VCAM1 TNFa inh – inhibitors of TNFa-induced VCAM1 expression, primary screen, imaging, HUVEC, TNFa stimulus, immunofluorescence; 0.48% of 95,000 active; HUVEC TNFa-induced VCAM-1 immunofluorescence, high-content imaging; AID 802, 2007; inhibition, % at 2 µM;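 active = inhibition above the batch mean plus 3 SD, with images confirmed as a hit by eye, cut at about 37% in these data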;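 note: 0% = TNF-stimulated DMSO wells and 100% = unstimulated control wells; not every result past the cut was called active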
HUVEC tox IL1B – cytotoxicity in IL-1B stimulated HUVEC, primary screen, cytotoxicity control for IL-1B NFkB translocation project, imaging, Hoechst nuclear count, IL-1B stimulus; HUVEC cell count loss; cell count reduction, % at 2 µM; 0.41% of 94,000 active; AID 845, 2007;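 active = cell count reduction more than 3 SD above the screen-wide mean, cut at about 70% in these data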;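 note: normalized per plate to untreated control cells as the no-loss baseline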
Pyk2 oligo antag – antagonists of Pyk2 self-association, primary screen, Q293 cells, FERM NanoBiT luminescence, HTS; Protein-tyrosine kinase 2-beta (Homo sapiens), Q14289; active compounds read low; z-score (the deposit names both 25 µM and 10 µM); 0.83% of 99,000 active; AID 1347419, 2020;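 active = Z-score of -3 or lower, scaled per plate to the spread of control and sample wells; inactive = z-score above -3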;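 note: negative z-score means lost luminescence so less FERM oligomerization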
HUVEC tox TNFa – cytotoxicity in TNFa-stimulated HUVEC, primary screen, cytotoxicity control for VCAM1 expression modulator project, imaging, Hoechst nuclei count | cell count reduction, % at 2 µM | AID 848, 2007 | 0.17% of 93,000 active | HUVEC TNFalpha-stimulated, Hoechst cell count;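 active = cell count reduction exceeding the screen mean by over 5 SD, scaled to untreated wells per plate, cut at about 78% in these data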;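 note: cells counted after 24 h of TNF alpha exposure following the 1 h pretreatment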
ERa coact inh – ERα–SRC-1 coactivator interaction inhibitors, primary screen, biochemical, TR-FRET, ERα LBD, estradiol-bound. TR-FRET ER-alpha LBD / SRC-1 peptide. inhibition, % at 25.6 µM. 1.7% of 86,000 active. AID 629, 2007; in the data active = inhibition above about 50%;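 note: 0% = receptor plus peptide control and 100% = peptide only without receptor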
PTPN22 inh 2 – PTPN22 phosphatase inhibitors, primary screen, biochemical, DiFMUP fluorescence, 2 µM; Tyrosine-protein phosphatase non-receptor type 22 (Homo sapiens), Q9Y2R2; recombinant LYP catalytic domain; inhibition, % at 2 µM; 0.21% of 96,000 active;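 active = inhibition at 2 µM at or above a set limit, the screen mean plus 3 SD, cut at about 24% in these data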;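 note: 0% = DMSO with enzyme and 100% = enzyme fully blocked by orthovanadate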
F-actin modifier – modifiers of F-actin cytoskeleton organization, primary screen, imaging, HUVEC, phalloidin staining, high-content imaging; HUVEC TNFa F-actin phalloidin imaging; inhibition, % at 2 µM; 0.18% of 91,000 active;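 active = inhibition above the batch mean plus 3 SD and confirmed as a hit by visual image inspection, cut at about 30% in these data, passing the limit was not always enough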; note: strong numbers were not always called active
PTPN22 act – LYP phosphatase activators, primary screen, biochemical, DiFMUP fluorescence, 2 µM | activation, % at 2 µM | 0.11% of 96,000 active | recombinant LYP; 0 = plate median, 100 = signal doubled;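 active = activation at 2 µM above a set limit, the mean plus 5 SD, cut at about 37% in these data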
FAK inh – FAK kinase inhibitors, primary screen, biochemical; Focal adhesion kinase 1 (Homo sapiens), Q05397; biochemical FAK kinase activity assay; inhibition, %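 (tested at 7 µM)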; 0.84% of 97,000 active; AID 727, 2007; in the data active = inhibition above about 19%;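 note: 0% = DMSO and 100% = reference compound high control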
Target sequence (Q05397 whole entry, looked up): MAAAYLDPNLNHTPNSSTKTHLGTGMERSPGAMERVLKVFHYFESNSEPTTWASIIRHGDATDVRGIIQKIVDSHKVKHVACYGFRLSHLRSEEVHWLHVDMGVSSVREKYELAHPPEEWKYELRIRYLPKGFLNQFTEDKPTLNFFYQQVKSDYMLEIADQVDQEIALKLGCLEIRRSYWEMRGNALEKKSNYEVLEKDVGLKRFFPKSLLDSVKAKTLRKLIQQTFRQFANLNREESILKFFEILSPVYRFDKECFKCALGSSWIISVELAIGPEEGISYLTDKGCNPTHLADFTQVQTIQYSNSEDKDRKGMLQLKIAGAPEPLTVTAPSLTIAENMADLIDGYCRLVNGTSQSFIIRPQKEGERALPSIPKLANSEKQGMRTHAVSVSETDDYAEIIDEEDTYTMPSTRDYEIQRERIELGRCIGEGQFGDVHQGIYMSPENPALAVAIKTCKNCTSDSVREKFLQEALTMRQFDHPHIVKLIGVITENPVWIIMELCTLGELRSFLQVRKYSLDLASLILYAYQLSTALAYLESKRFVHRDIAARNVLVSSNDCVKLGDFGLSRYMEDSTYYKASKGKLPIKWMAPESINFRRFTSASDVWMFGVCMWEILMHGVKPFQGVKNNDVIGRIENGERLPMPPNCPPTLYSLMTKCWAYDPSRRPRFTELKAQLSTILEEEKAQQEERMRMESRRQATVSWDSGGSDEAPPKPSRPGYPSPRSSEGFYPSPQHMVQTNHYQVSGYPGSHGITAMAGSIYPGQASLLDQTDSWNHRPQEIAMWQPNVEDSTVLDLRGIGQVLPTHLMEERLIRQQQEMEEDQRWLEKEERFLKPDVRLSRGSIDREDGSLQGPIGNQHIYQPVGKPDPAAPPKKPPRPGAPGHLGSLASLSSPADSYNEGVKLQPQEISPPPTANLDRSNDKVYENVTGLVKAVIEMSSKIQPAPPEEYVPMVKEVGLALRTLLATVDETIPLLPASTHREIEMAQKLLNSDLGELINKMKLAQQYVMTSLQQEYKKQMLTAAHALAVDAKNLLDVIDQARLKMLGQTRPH
* = called active by the depositor; · = not tested or not shown; [ ] = remark or other dose.

Values run as follows: PTPN22 act | HUVEC tox TNFa | VCAM1 TNFa inh | F-actin modifier | ERa coact inh | FAK inh | Pyk2 oligo antag | HUVEC tox IL1B | PTPN22 inh 2
CCCCC(C(=O)NC(C)(C)C)N(Cc1ccco1)C(=O)c1snc(C(N)=O)c1N (configuration not stated)
→ -6 | -18 | -9 | 19 | · | 0 | -0.43 | -10 | 5
CCOc1cc(C2C(C(=O)OC)=C(C)N=C3SC(C)C(=O)N32)ccc1OC(C)=O (configuration not stated)
→ 5 | -37 | 8 | -7 | -2 | -1 | -0.34 | -1 | -8
CC(C)Oc1ccc(CNC2CCOC(C)(C)C2)cc1 (configuration not stated)
→ 6 | -10 | 10 | -8 | -11 | 0 | 2 | -4 | -8
Cc1cccc(CSc2nnc(-c3ccccn3)n2N)c1
→ -6 | -20 | 3 | -31 | -8 | 2 | 0.25 | 7 | 3
CCc1ccc(/C=C/C(=O)c2cc(Br)ccc(=O)c2O)cc1
→ -2 | -5 | -2 | -4 | · | -6 | -1.1 | 10 | -1
Cc1ccc(C)c(-n2c(CNC(=O)c3ccco3)nnc2SCC(=O)Nc2nnc(C)s2)c1
→ 0 | -11 | 12 | 0 | 0 | 2 | · | 4 | 0
CCOc1ccc(C(=O)NCc2cccnc2)cc1
→ -2 | -43 | -4 | 16 | 0 | 2 | 0.64 | 4 | 3
Cc1cc(C(C)(C)C)cc(S(=O)(=O)NCCO)c1C
→ -9 | · | · | · | -9 | -1 | -0.45 | -37 | 8
Cc1cccc(CN2C(=O)N/C(=C/c3ccc(C)s3)C2=O)c1
→ -6 | -18 | 1 | 0 | · | -1 | -0.17 | -1 | 7
CCN(Cc1ccccc1)C(c1cc2cc(C)cc(C)c2[nH]c1=O)c1nnnn1CCOC (configuration not stated)
→ 12 | -10 | 0 | 16 | 2[fluorescence artefact?] | -1 | -0.29 | -17 | -12
CSc1nc2n(n1)C(c1ccccn1)C1=C(CC(C)(C)CC1=O)N2 (configuration not stated)
→ 2 | -10 | 3 | -11 | -11 | -3 | -1.1 | 9 | 1
Cc1csc(NC(=O)c2ccc(S(=O)(=O)N(C)c3ccccc3)cc2)n1
→ 4 | -8 | 15 | 13 | -11 | -5 | -0.72 | -17 | 0
CCOC(=O)N1CCC(NC(=O)CSc2cc(=O)n(CC)c3ccccc23)CC1
→ -3 | 16 | -14 | -7 | 3 | 1 | -0.1 | 25 | 1
CCOC(=O)c1cnn(-c2ncnc3sc4c(c23)CCC4)c1N
→ -2 | -26 | 18 | · | 5 | 26* | 2.4 | -4 | 2
CCCn1c(N2CCN(S(=O)(=O)Cc3ccccc3)CC2)nc2ccccc21
→ -1 | 0 | -2 | -16 | 7 | -7 | -0.6 | 2 | 0
O=C(NCCCO)c1ccc2[nH]c3c(c2c1)CCCC3
→ -3 | -12 | 26 | 2 | 2 | -1 | 1.5 | -14 | 5
COc1cccc(CSc2nnc(C(F)(F)F)n2Cc2ccc(F)cc2)c1
→ 1 | 0 | 10 | 36 | · | 6 | -0.44 | -22 | 0
COc1ccc(C(=O)NCC(=O)OC2CCCCC2=O)cc1 (configuration not stated)
→ 3 | 35 | 2 | -1 | 1 | 6 | -0.14 | 10 | -5
O=C(CSc1nnc(-c2cccnc2)n1C1CCCCC1)NC1CCCC1
→ 0 | -7 | 8 | 2 | -12 | 3 | -0.12 | -21 | -2
CCC(CC)C(=O)Nc1ccc(Sc2ccc([N+](=O)[O-])cc2)cc1
→ 11 | 4 | -9 | 6 | · | 4 | -1.5 | -18 | -7
CCN(CC(=O)NCc1ccc(F)cc1)Cc1nc2ccccc2c(=O)[nH]1
→ 11 | -10 | -21 | · | -3 | 2 | -0.63 | -44 | -14
CC1(C)CC(CC(=O)O)C(=O)O1 (configuration not stated)
→ 10 | -35 | 20 | 5 | -1 | 0 | 0.34 | · | -10
CCc1nnc(NC(=O)Cn2nc(-c3ccccc3OC)ccc2=O)s1
→ 3 | -11 | -6 | 16 | 0 | 2 | -0.1 | -31 | -2
O=C(Cn1c(C(F)(F)F)nc2ccccc21)N1CCCC1
→ 8 | -24 | 22 | -8 | 14 | -2 | -0.34 | 16 | -9
CC1Cc2ccccc2N1c1ncnc2c1nnn2Cc1ccccc1Cl (configuration not stated)
→ -8 | -14 | -10 | -3 | -16 | 3 | -0.8 | -13 | 8
CCc1ccc2[nH]c(=O)c(C3C(C#N)=C(N)Oc4c3ccc3cccnc43)cc2c1 (configuration not stated)
→ -2 | -21 | 13 | -1 | 80* | -1 | -1.3 | · | 0
O=C(CCS(=O)(=O)c1ccc(Br)cc1)N1CCN(c2ccccc2Cl)CC1
→ -4 | -13 | -28 | 9 | -2[fluorescence artefact?] | -1 | 0.29 | 9 | 5
CCNc1nc(C)nc2c1oc1ccccc12
→ 0 | 92* | 52 | -29 | 15[fluorescence artefact?] | 9 | 0.13 | -13 | -3
CCOC(=O)c1sc2ncnc(NCC(c3cccs3)N(C)C)c2c1C (configuration not stated)
→ -7 | -8 | -6 | -8 | -3 | 0 | -1.1 | 4 | 7
CCCCn1nnnc1SCC(=O)N1CCOCC1
→ 0 | -20 | 19 | -1 | -9 | -2 | 0.48 | 1 | 3

With a hit mark in ERa coact inh (from the list above):
structure	PTPN22 act	VCAM1 TNFa inh	F-actin modifier	ERa coact inh	FAK inh	Pyk2 oligo antag	PTPN22 inh 2
CCc1ccc2[nH]c(=O)c(C3C(C#N)=C(N)Oc4c3ccc3cccnc43)cc2c1 (configuration not stated)	-2	13	-1	80*	-1	-1.3	0

Carrying on:
Values run as follows: PTPN22 act | HUVEC tox TNFa | VCAM1 TNFa inh | F-actin modifier | ERa coact inh | FAK inh | Pyk2 oligo antag | HUVEC tox IL1B | PTPN22 inh 2
Cc1ccc(N(CC(=O)O)C2SC(=O)NC2=O)cc1 (configuration not stated)
→ 0 | 42 | 9 | 4 | -4[fluorescence artefact?] | -4 | 0.2 | 9 | 3
Cc1ccc(-c2noc(CN3CCN(c4ccccc4F)CC3)n2)cc1
→ 2 | -6 | 10 | -4 | -7 | 0 | · | -7 | -4
Cn1c(=O)c2cc(S(=O)(=O)N3CCC(c4ccccc4)CC3)ccc2n(C)c1=O
→ -1 | · | · | · | 46[fluorescence artefact?] | -3 | 0.44 | -41 | -1
COc1ccc(-n2cnc3cc(NS(=O)(=O)c4ccc(C)cc4)ccc32)cc1
→ 7 | -9 | 11 | · | 0 | 6 | -2.1 | 8 | -5
COCCn1c(C2CCCCC2)nc2sc3ccccc3c(=O)c2c1=O
→ -4 | -26 | 2 | 13 | -6 | 3 | 0.68 | -4 | 1
CCOC(=O)c1[nH]nc(N)c1NC(=O)c1ccc(Cl)cc1Cl
→ -5 | -6 | -4 | -6 | -2 | 1 | 0.14 | -6 | 2
Cc1nnc(SCc2ccccc2)n1CC1CCCO1 (configuration not stated)
→ -7 | 4 | -19 | 13 | -1 | -2 | -0.09 | 16 | 8
Cc1cc(C)nc(NS(=O)(=O)c2ccc(NC(=S)NC(=O)C3CCCC3)cc2)n1
→ -6 | -16 | 21 | · | 11 | 1 | 0.3 | 8 | 8
CCCCn1c(=O)n(C)c(=O)c2c3c(sc21)COC(C)(C)C3
→ -1 | 2 | 43 | -6 | 4[fluorescence artefact?] | 5 | 0.7 | 1 | -1
O=C(CCCSc1nc2ccccc2[nH]1)N1CCN(c2ccccc2)CC1
→ 6 | -11 | -15 | 34 | -1 | -4 | -0.04 | -2 | -9
Cc1ccc(NC(=O)c2nc(C)n(-c3ccc([N+](=O)[O-])cc3)n2)cc1
→ 0 | -5 | 7 | -4 | · | -2 | 2.2 | 2 | 6
Cc1ccc(C)n1-c1ccc(C(=O)N2CCOCC2)cc1
→ -12 | · | · | · | -9[fluorescence artefact?] | 1 | 1.3 | -3 | 11
O=C1CC(N2CCN(Cc3ccc4c(c3)OCO4)CC2)C(=O)N1c1cccc(Cl)c1 (configuration not stated)
→ -9 | -27 | 7 | -4 | 3 | -1 | 0.55 | -77 | 6
Cc1c(C(=O)N2CCCC2)sc(NC(=O)c2ccccc2)c1C#N
→ 1 | -12 | 6 | -2 | -9 | 1 | -0.27 | -6 | -4
O=C(NCCOC(=O)C1COc2ccccc2O1)c1cccnc1 (configuration not stated)
→ 5 | 17 | -25 | -34 | · | 5 | 1.1 | 22 | -5
Cc1ccc(S(=O)(=O)N2CC(=NO)C2)cc1
→ 4 | -9 | 6 | 5 | -3 | -7 | 0.33 | -21 | -7
O=C1CCCc2oc3ccc(O)cc3c21
→ 2 | -6 | 10 | 6 | -5 | 4 | 0.71 | -5 | -1
COc1ccc(CNC(=O)Cc2ccc(OC)c(S(=O)(=O)N3CCOCC3)c2)cc1
→ -3 | -25 | 14 | 6 | -6 | -2 | -0.22 | 4 | 1
CCC12CC3CC(C1)CC(C(=O)O)(C3)C2
→ 2 | -14 | 7 | 3 | -22 | -10 | 0.38 | 1 | -4
CC(CC(=O)O)CC(=O)Nc1ccc(S(N)(=O)=O)cc1 (configuration not stated)
→ -1 | 0 | -6 | -4 | -4 | 1 | -0.15 | -10 | -2

Gathered by group, the entries above containing an aryl thioether with sulfur outside any ring (10)
Values run as follows: PTPN22 act | HUVEC tox TNFa | VCAM1 TNFa inh | F-actin modifier | ERa coact inh | FAK inh | Pyk2 oligo antag | HUVEC tox IL1B | PTPN22 inh 2
Cc1cccc(CSc2nnc(-c3ccccn3)n2N)c1
→ -6 | -20 | 3 | -31 | -8 | 2 | 0.25 | 7 | 3
Cc1ccc(C)c(-n2c(CNC(=O)c3ccco3)nnc2SCC(=O)Nc2nnc(C)s2)c1
→ 0 | -11 | 12 | 0 | 0 | 2 | · | 4 | 0
CSc1nc2n(n1)C(c1ccccn1)C1=C(CC(C)(C)CC1=O)N2 (configuration not stated)
→ 2 | -10 | 3 | -11 | -11 | -3 | -1.1 | 9 | 1
CCOC(=O)N1CCC(NC(=O)CSc2cc(=O)n(CC)c3ccccc23)CC1
→ -3 | 16 | -14 | -7 | 3 | 1 | -0.1 | 25 | 1
COc1cccc(CSc2nnc(C(F)(F)F)n2Cc2ccc(F)cc2)c1
→ 1 | 0 | 10 | 36 | · | 6 | -0.44 | -22 | 0
O=C(CSc1nnc(-c2cccnc2)n1C1CCCCC1)NC1CCCC1
→ 0 | -7 | 8 | 2 | -12 | 3 | -0.12 | -21 | -2
CCC(CC)C(=O)Nc1ccc(Sc2ccc([N+](=O)[O-])cc2)cc1
→ 11 | 4 | -9 | 6 | · | 4 | -1.5 | -18 | -7
CCCCn1nnnc1SCC(=O)N1CCOCC1
→ 0 | -20 | 19 | -1 | -9 | -2 | 0.48 | 1 | 3
Cc1nnc(SCc2ccccc2)n1CC1CCCO1 (configuration not stated)
→ -7 | 4 | -19 | 13 | -1 | -2 | -0.09 | 16 | 8
O=C(CCCSc1nc2ccccc2[nH]1)N1CCN(c2ccccc2)CC1
→ 6 | -11 | -15 | 34 | -1 | -4 | -0.04 | -2 | -9
